AHR activator = activates the human aryl hydrocarbon receptor; AHR-responsive luciferase reporter cells, luminescence; activation, % at 5 µM; 2.5% of 320,000 active; AID 2796; in the data active = activation above about 47%;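 note: 0% = vehicle wells and 100% = reference agonist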
Target sequence (P35869 whole entry, looked up): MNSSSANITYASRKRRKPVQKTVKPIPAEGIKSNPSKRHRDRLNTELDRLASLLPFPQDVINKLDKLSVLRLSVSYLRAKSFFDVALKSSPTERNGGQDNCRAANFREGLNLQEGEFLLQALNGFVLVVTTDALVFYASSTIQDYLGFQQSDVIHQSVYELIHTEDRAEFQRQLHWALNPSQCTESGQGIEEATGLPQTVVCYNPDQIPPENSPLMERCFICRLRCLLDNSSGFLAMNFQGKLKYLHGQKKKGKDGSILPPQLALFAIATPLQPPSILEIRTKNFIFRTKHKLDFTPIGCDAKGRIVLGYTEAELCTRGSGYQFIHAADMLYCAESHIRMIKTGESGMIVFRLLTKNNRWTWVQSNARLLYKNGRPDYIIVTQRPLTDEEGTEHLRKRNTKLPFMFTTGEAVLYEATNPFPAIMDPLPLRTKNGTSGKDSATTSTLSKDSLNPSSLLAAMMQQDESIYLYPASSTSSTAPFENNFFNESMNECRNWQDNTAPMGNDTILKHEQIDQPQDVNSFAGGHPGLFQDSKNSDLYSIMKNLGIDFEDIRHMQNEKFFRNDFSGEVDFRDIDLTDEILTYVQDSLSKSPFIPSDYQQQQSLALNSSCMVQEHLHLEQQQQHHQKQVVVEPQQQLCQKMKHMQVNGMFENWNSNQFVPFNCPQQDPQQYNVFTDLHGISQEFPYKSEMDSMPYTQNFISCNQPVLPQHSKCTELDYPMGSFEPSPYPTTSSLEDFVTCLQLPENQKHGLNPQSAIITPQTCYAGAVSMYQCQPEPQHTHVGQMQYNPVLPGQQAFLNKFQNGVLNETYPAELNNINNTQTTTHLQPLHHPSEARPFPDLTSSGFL
procasp7 counter = activates human procaspase-7, counter-screen for procaspase-3 activators. P55210. recombinant procaspase-7, Ac-DEVD-pNA absorbance 405 nm; D23A/D198A/D206A triple mutant, cannot self-cleave; scale: DMSO 0, 5 µM enzyme 100. activation, % at 8.5 µM. 0.093% of 330,000 active;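 active = percent activation above the screen-wide mean plus 3 SD, cut at about 25% in these data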
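Material: Procaspase-7 triple mutant (PC-7 D3A) | Quantity: 2 µM procaspase-7 mutant as dispensed | Reagent: DEVD-pNA substrate | Times: 1 h preincubation, 2 h reaction | Technique: 405 nm absorbance of p-nitroaniline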
AGP1-GFP MLPCN = alters AGP1-GFP fluorescence in TOR pathway yeast screen | S. cerevisiae AGP1-GFP multiplex flow cytometry, 3 h; GFP as percent of DMSO wells | GFP response vs DMSO, % at 10 µM | 0.02% of 320,000 active;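 active = GFP response relative to DMSO above a set limit, near screen average plus 3 SD, cut at about 150% in these data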;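 note: median GFP channel fluorescence of the gated AGP1 strain per well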
procasp3 activ = procaspase-3 (human) activation | recombinant procaspase-3 D3A, Ac-DEVD-pNA absorbance 405 nm | P42574 | 0.11% of 330,000 active | activation, % at 8.5 µM;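 active = activation above the mean of all tested compounds plus 3 SD, cut at about 21% in these data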;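 note: 0% = DMSO alone and 100% = DMSO wells spiked with extra 5 µM PC-3 D3A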
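material = Procaspase-3 D3A mutant | probe or stimulus = Ac-DEVD-pNA | compound = single dose, 8.5 µM nominal compound, 0.8% DMSO | timing = 1 h preincubation, 2 h reaction | measured by = 405 nm absorbance of p-nitroaniline, reads at 0 and 120 min | benchmarks = DMSO-only low control, 5 µM PC-3 D3A high control | repeats = singlicate, each compound tested once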
CIT2 TOR yeast = modulators of TOR pathway CIT2-GFP in S. cerevisiae. S. cerevisiae CIT2-GFP strain, flow cytometry, 3 h; 100 means same as DMSO wells. AID 2029. GFP response vs DMSO, % at 10 µM. 0.065% of 320,000 active;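 active = GFP response relative to DMSO above a set limit, near the screen mean plus 3 SD, cut at about 150% in these data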;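 note: ratio of well median GFP fluorescence to mean of DMSO wells on the plate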
MEP2-GFP yeast = alters MEP2-GFP fluorescence in TOR pathway yeast screen; S. cerevisiae MEP2-GFP strain, flow cytometry GFP, 3 h; 100% = DMSO control level; GFP response vs DMSO, % at 10 µM; 0.51% of 330,000 active;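 active = GFP response versus DMSO above a set limit, roughly screen mean plus 3 SD, cut at about 180% in these data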;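 note: median GFP fluorescence of the barcode-gated MEP2-GFP cells per well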
LAP4-GFP MLPCN = alters LAP4-GFP fluorescence in TOR pathway yeast screen. GFP response vs DMSO, % at 10 µM. AID 2023. S. cerevisiae LAP4-GFP multiplex, flow cytometry GFP, 3 h; median GFP as percent of DMSO wells. 0.34% of 320,000 active;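 active = GFP response vs DMSO above a set limit, about the screen mean plus 3 SD, cut at about 150% in these data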
RPL19A TOR yeast = alters RPL19A-GFP fluorescence in TOR pathway yeast screen | percent response vs DMSO, % at 10 µM | AID 2025 | S. cerevisiae RPL19A-GFP strain, flow cytometry, 3 h; hits give low values | 0.3% of 330,000 active;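 active = percent response vs DMSO below 50%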;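 note: median channel GFP fluorescence of the barcoded RPL19A-GFP strain; ratio of sample median GFP to plate DMSO average so 100% = DMSO; lower means less RPL19A-GFP as with rapamycin TOR inhibition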
Active calls of the source: *; / = not tested or not shown.

cpd	SMILES	AHR activator	procasp7 counter	AGP1-GFP MLPCN	procasp3 activ	CIT2 TOR yeast	MEP2-GFP yeast	LAP4-GFP MLPCN	RPL19A TOR yeast
1	CCN(CC(=O)Nc1c(F)cccc1F)C(=O)CCNS(=O)(=O)c1ccccc1C(F)(F)F	-1	-4	94	-4	96	98	95	90
2	Cc1ccc(C(=O)N(CCc2ccccc2)Cc2ccccc2)cc1S(=O)(=O)N1CCCCC1	1	4	103	-1	101	105	101	100
3	COc1ccc(O)c(-c2[nH]ncc2C(=O)c2cccc(C)c2)c1	3	3	101	7	110	108	94	106
4	Cc1cc(Br)ccc1OCCCCNCCO	2	-4	103	-4	96	105	100	100
5	O=C(COc1ccc2c(-c3ccccc3)cc(=O)oc2c1)N[C@@H](Cc1c[nH]c2ccc(O)cc12)C(=O)O	-1	5	106	4	102	107	108	99
6	O=c1c(-c2ccccc2)coc2c(CN3CCCC3)c(O)ccc12	0	-3	102	-5	92	104	108	101
7	COc1ccc(/C=C(/C#N)C(=O)Nc2ccc(C)cc2C)cc1C(=O)O	0	4	99	5	104	99	106	104
8	COc1c(O)ccc(/C=N/NC(=O)c2ccc3c(c2)OCCO3)c1[N+](=O)[O-]	5	-11	99	-2	100	94	95	94
9	O=C(Nc1ccc(C(F)(F)F)cc1-c1ccccc1)c1ccccc1	2	2	92	8	92	103	89	96
10	COCCCNc1nc2ccccc2nc1NS(=O)(=O)c1cccs1	17	-7	92	-4	79	100	101	96

Further results follow:
cpd	SMILES	AHR activator	procasp7 counter	AGP1-GFP MLPCN	procasp3 activ	CIT2 TOR yeast	MEP2-GFP yeast	LAP4-GFP MLPCN	RPL19A TOR yeast
11	C/C(Cl)=C\Cn1c(N2CCCC2)nc2c1c(=O)[nH]c(=O)n2C	-1	14	97	-3	101	101	96	97
12	Cc1cc(OCc2nc3ccccc3s2)ccc1N	86*	-26	/	-1	/	100	/	95
13	Cc1nc2c(C#N)cnn2c2c1CCNN2C	-3	-6	95	1	100	100	102	104
14	CCOc1ccc(/C=C/C(=O)OCC(=O)c2ccccc2OC)cc1OC	4	6	104	-5	98	103	107	98
15	Cc1cc(F)c(F)c(C(=O)N2C(C)CCCC2C)c1Cl (stereo unspecified)	-3	6	111	7	110	106	104	113
16	C1=C(C(c2nnnn2C2CCCCC2)N2CCCCC2)COc2ccccc21 (stereo unspecified)	25	6	97	-4	95	95	94	96
17	COCCCn1c(SCC(=O)Nc2ccc(NC(=O)c3ccco3)c(OC)c2)nc2ccccc2c1=O	1	-3	96	6	89	100	96	95
18	Cc1ccc(S(=O)(=O)N2CCC(C(=O)NNC(=O)C3CC3)CC2)cc1Cl	1	-1	85	-10	90	90	87	84
19	CCOC(=O)CCN(c1ccccc1)S(=O)(=O)c1ccc(-c2ccc(=O)[nH]n2)s1	-2	2	113	6	104	103	103	97
20	COc1cccc(CC2(CO)CCN(C(=O)NCCc3ccccc3)CC2)c1	1	4	98	5	100	103	95	99

More results follow:
cpd	SMILES	AHR activator	procasp7 counter	AGP1-GFP MLPCN	procasp3 activ	CIT2 TOR yeast	MEP2-GFP yeast	LAP4-GFP MLPCN	RPL19A TOR yeast
21	CNS(=O)(=O)c1ccc(NC(=O)C2c3ccccc3Oc3ccccc32)cc1	1	-1	98	0	100	86	101	97
22	CC(C)C(NC(=O)c1ccc(F)cc1)C(=O)N1CCN(C(=O)c2ccco2)CC1 (stereo unspecified)	-1	8	102	0	106	99	100	101
23	COc1cc2c3nnc(-c4ccc(F)cc4)c-3cn(Cc3cccc(C)c3)c2cc1OC	9	10	90	6	98	94	91	93
24	Cc1ccc(C(=O)NCCCNC(=O)c2ccco2)cc1C	3	4	82	-3	97	101	91	102
25	CC(C)c1ccc(NCCC(=O)c2ccc(Br)cc2)cc1	-1	-1	105	7	102	105	102	105
26	N#Cc1ccc(CSc2nnc(NC(=O)c3ccc(=O)[nH]c3)s2)cc1	0	0	109	1	105	106	98	115
27	CC1(C)C=Cc2cc(-c3coc4cc(O)cc(O)c4c3=O)cc(O)c2O1	17	4	103	15	96	113	108	101
28	COCc1nc2c([nH]1)c(=O)n(C)c(=O)n2CC(C)C	4	8	85	5	79	97	100	100
29	CCOC(=O)c1c(C)[nH]c(C)c1S(=O)(=O)N(C)CC(=O)Nc1cccc(F)c1	10	3	96	3	99	102	92	97
30	Cc1ccc(C2=NN(C(=O)CCCC(=O)O)C(c3ccco3)C2)cc1 (stereo unspecified)	4	-5	96	0	88	98	101	97

Later entries:
cpd	SMILES	AHR activator	procasp7 counter	AGP1-GFP MLPCN	procasp3 activ	CIT2 TOR yeast	MEP2-GFP yeast	LAP4-GFP MLPCN	RPL19A TOR yeast
31	CCOC(=O)CNC(=O)Cn1cnc2sc(C)c(S(=O)(=O)N3CCOCC3)c2c1=O	0	1	106	1	104	103	97	102
32	Nc1ccc(NC(=O)c2cccs2)c(Cl)c1	-1	-3	100	3	94	94	91	97
33	CCCCn1nc2cc(C(=O)NCC34CC5CC(CC(C5)C3)C4)ccc2c1OC	6	-3	89	-3	95	91	107	101
34	Cn1c(N)c(C(C[N+](=O)[O-])c2c(F)cccc2Cl)c(=O)n(C)c1=O (stereo unspecified)	1	7	96	-1	100	113	97	104
35	Cc1ccc(N(C(=O)c2ccc(Br)o2)C2C=CS(=O)(=O)C2)cc1 (stereo unspecified)	1	4	109	-1	105	100	96	103
36	COc1ccc(NC(=S)N2CCC(N(C)CCN3CCOCC3)CC2)cc1Cl	-6	-6	80	-17	104	92	80	119
37	Cc1cccc(N2C(=O)C3CC3C2=O)c1 (stereo unspecified)	-2	9	97	9	107	105	89	106
38	CSc1sccc1/C=C(/C#N)C(=O)c1ccco1	2	-4	91	-9	104	100	97	111
39	CS(=O)(=O)c1ccc2nc(NC(=O)c3ccc(N4CCCC4=O)cc3)sc2c1	-2	7	105	4	92	88	131	91
40	CCOC(=O)c1[nH]c2ccc(OC)cc2c1NC(=O)CCN1CCSCC1	4	1	102	9	104	104	99	102

Down the list, quoted from above:
RPL19A TOR yeast for entries 34 to 40, in order: 104, 103, 119, 106, 111, 91, 102
procasp3 activ for entries 34 to 40, in order: -1, -1, -17, 9, -9, 4, 9

(cont.)
cpd	SMILES	AHR activator	procasp7 counter	AGP1-GFP MLPCN	procasp3 activ	CIT2 TOR yeast	MEP2-GFP yeast	LAP4-GFP MLPCN	RPL19A TOR yeast
41	O=C(Cn1nnc(-c2ccc(CN3CCOCC3)cc2)n1)N1CCCc2ccccc21	-1	10	105	1	94	103	99	99
42	COc1ccc(CCNC(=O)C(C)c2ccc([N+](=O)[O-])cc2)cc1 (stereo unspecified)	2	13	103	1	105	102	89	107
43	COc1ccc(/C(O)=C/Sc2nnc(Cc3ccccc3)o2)cc1	1	-3	99	3	95	103	114	99
44	CCC(=O)NCCc1nc2cc(NC(=O)c3cccs3)ccc2n1C	6	-3	88	13	98	94	87	94
45	CCOC(=O)C1CCN(c2nc3ccccc3nc2C(C#N)C(=O)OC(C)COC)CC1 (stereo unspecified)	2	-5	100	-3	98	103	110	98
46	COc1ccc(NS(=O)(=O)c2ccc(C)c(C(=O)OC(C)C(=O)N3CCOCC3)c2)cc1 (stereo unspecified)	0	13	101	2	107	99	103	96
47	Cc1cccc(CC(=O)NCC2CCCCC2)c1	3	12	101	0	97	100	100	101
48	O=C(O)CSCC(=O)NCc1ccccc1Cl	-4	3	98	-3	101	105	88	104
49	COc1ccc(C2c3[nH]c4ccccc4c3CCN2CCCn2cccn2)cc1C (stereo unspecified)	26	-2	104	-2	103	104	99	101
50	COc1cccc(-c2cc3nc4c(c(N5CCC6(CC5)OCCO6)n3n2)CCCC4)c1	2	3	93	6	91	100	118	98

(more compounds)
cpd	SMILES	AHR activator	procasp7 counter	AGP1-GFP MLPCN	procasp3 activ	CIT2 TOR yeast	MEP2-GFP yeast	LAP4-GFP MLPCN	RPL19A TOR yeast
51	Cn1c(=O)cc(OCCCC(=O)N2CCCCC2)c2ccccc21	4	-3	88	2	71	91	83	87
52	O=C(NNC(=O)C1CC1)c1cccc([N+](=O)[O-])c1	/	/	98	/	98	103	69	111
53	CC(C)c1nc(SCC(=O)NC(=O)NC(C)(C)C)n[nH]1	1	9	98	7	94	95	86	94
54	COC(=O)/C(=C\C=C\c1ccccc1)NC(=O)c1ccccc1	0	7	92	-5	85	98	102	95
55	CN(C)CCCN(C(=O)c1ccc(Cl)s1)c1nc2cc3c(cc2s1)OCO3	-5	12	101	-1	92	88	95	89
56	Cc1cc(O)c(C(=O)c2ccccc2C(=O)O)cc1C	-3	3	100	3	100	100	100	99
57	Cc1ccnc(NC(=O)CCc2c[nH]c3ccccc23)c1	35	3	98	-3	98	96	97	99
58	O=C1CSC(=S)N1N1C(=O)c2cccc([N+](=O)[O-])c2C1=O	-4	-16	96	-18	102	101	91	100
59	Cn1c(CN2CCCCC2)nc2cc(NC(=O)c3ccccc3)ccc21	6	4	101	7	98	99	104	98
60	COC(=O)c1ccc(NC(=S)Nc2cccc(C)n2)cc1	2	-5	105	-12	103	99	101	99

Single entries from the entries so far:
Cn1c(=O)cc(OCCCC(=O)N2CCCCC2)c2ccccc21 in AGP1-GFP MLPCN reads 88
COC(=O)/C(=C\C=C\c1ccccc1)NC(=O)c1ccccc1 in procasp7 counter reads 7

Next compounds follow.
cpd	SMILES	AHR activator	procasp7 counter	AGP1-GFP MLPCN	procasp3 activ	CIT2 TOR yeast	MEP2-GFP yeast	LAP4-GFP MLPCN	RPL19A TOR yeast
61	CC(=O)c1sc(N/N=C\c2c(O)ccc3ccccc23)nc1C	65*	-17	98	-7	94	92	98	100
62	CCC(=O)N1CCN(c2ccc(NC(=O)c3ccc(N4CCCC4)c([N+](=O)[O-])c3)cc2)CC1	-2	2	99	-5	101	105	89	104
63	O=C(Nc1ccc(S(=O)(=O)N2CCCCC2)cc1)c1ccncc1	2	-2	103	9	/	99	91	101
64	O=C(/C=C/c1ccccc1)n1cnnc1SC/C=C/c1ccccc1	0	-10	95	-10	93	95	123	102
65	COc1ccc(S(=O)(=O)N2CCN(C(=O)c3cc(C)oc3C)CC2)cc1	0	8	92	1	93	93	86	93
66	CCN(C[C@H]1N[C@@](Cc2ccccc2)(C(=O)OC)[C@H]2C(=O)N(Cc3ccccc3)C(=O)[C@@H]12)S(=O)(=O)c1ccc(-c2ccccc2)cc1	0	-5	95	9	99	91	85	93

Screening results: PubChem, several laboratories
